Screening data deposited in PubChem BioAssay by several laboratories.
NSD2 inh – NSD2 (human) methyltransferase inhibition | O96028 | NSD2 peptide methylation, AlphaScreen, 120 min | inhibition, % at 12.5 µM | actives 0.54% (n = 310,000); in the data active means inhibition above about 50%
Target sequence (O96028 whole entry, looked up): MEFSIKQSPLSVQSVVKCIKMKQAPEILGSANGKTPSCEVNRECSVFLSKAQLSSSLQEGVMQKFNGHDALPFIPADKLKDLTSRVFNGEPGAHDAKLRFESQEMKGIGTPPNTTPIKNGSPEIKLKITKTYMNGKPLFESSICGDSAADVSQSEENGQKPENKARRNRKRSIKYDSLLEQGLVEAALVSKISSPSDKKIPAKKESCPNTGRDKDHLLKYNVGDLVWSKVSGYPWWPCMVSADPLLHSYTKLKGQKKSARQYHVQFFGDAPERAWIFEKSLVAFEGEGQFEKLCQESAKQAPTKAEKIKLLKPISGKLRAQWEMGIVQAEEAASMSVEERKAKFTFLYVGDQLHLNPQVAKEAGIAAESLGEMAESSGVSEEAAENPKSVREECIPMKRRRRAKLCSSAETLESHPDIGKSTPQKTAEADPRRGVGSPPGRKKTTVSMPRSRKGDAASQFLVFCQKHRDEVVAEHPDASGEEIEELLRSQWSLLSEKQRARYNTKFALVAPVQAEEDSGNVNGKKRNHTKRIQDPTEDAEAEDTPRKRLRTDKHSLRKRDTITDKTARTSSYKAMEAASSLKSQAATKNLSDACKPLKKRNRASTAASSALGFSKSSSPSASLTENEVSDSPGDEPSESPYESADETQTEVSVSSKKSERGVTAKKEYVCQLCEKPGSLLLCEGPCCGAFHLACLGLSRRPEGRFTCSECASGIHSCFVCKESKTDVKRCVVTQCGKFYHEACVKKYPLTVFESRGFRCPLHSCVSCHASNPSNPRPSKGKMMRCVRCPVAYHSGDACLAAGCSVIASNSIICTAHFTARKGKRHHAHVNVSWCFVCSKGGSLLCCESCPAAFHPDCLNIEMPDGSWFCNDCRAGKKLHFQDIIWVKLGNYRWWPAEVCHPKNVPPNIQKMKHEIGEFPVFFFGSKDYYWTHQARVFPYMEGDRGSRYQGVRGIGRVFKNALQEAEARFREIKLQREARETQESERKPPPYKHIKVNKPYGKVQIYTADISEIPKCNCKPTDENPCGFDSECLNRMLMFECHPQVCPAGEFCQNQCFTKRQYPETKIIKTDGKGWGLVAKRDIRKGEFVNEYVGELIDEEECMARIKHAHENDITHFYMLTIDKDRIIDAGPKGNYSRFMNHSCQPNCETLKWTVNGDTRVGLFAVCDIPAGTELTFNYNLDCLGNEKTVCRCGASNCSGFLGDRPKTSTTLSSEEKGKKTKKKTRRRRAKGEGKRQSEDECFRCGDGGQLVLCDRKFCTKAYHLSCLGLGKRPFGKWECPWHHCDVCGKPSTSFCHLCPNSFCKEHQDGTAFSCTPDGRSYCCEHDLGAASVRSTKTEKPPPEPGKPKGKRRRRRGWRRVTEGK
DSG3 Ab inh – blocks pemphigus antibody binding to human desmoglein-3; P32926; DSG3-coupled beads, scFv-anti-DSG3-GFP binding, flow cytometry; active compounds read low; binding (percent of control), % at 10 µM; actives 0.48% (n = 310,000);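 active means binding more than 3 SD below its plate's average and above zero; inconclusive means below that plate limit but binding exactly zero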;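 further: hits lower antibody fragment binding to DSG3; some compounds called inactive have numbers as strong as hits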
PKA-R1A act – PKA-R1A complex activation; P00514+P68181; PKA-R1A dissociation, Cy5-IP20 fluorescence polarization; scaled: DMSO 0%, 113 µM cGMP 100%; activation, % at 11.4 µM; actives 0.083% (n = 340,000); AID 504707;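 active means percent activation above the mean of all tested compounds plus 3 SD, cut at about 19% in these data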;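 further: higher means more PKAc released from R1A so a rise in polarization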
SR-BI HDL uptake – mouse SR-BI HDL lipid transfer inhibition; Q61009; ldlA[mSR-BI] CHO cells, DiI-HDL uptake fluorescence, 3 h; inhibition, % at 12.5 µM; actives 0.96% (n = 320,000);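 active means mean replicate inhibition of at least 70% and a set share of replicates each scoring 70 or more; inconclusive means meets just one of the two criteria; inactive means fails both criteria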;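 further: 0% = median of neutral control wells and 100% = median of positive control wells; values of inactives mirror those of a sister screen read the other way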
PKA-R2B act – activators of human PKA-R2B complex. PKA-R2B holoenzyme dissociation, Cy5-IP20 fluorescence polarization; R2B truncated from residue 108, S112A mutant; 0% DMSO only, 100% 113 µM cGMP. activation, % at 11.4 µM. actives 0.079% (n = 340,000);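 active means activation above a cutoff set at the mean over all compounds plus 3 SD, cut at about 18% in these data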;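 further: higher means more holoenzyme dissociation and a rise in polarization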
Arrestin-AP2 inh – human beta-arrestin and AP2 interaction inhibition | FITC-arrestin peptide / GST-AP2 beads, flow cytometry; AP2 beta2 appendage carries R879A mutation | inhibition, % at 10 µM | actives 0.31% (n = 340,000);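 active means inhibition above a set limit, near 3 SD of compounds lacking own fluorescence, cut at about 54% in these data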;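 further: plate controls were DMSO wells for no effect and 5 µM unlabelled arrestin peptide for full effect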
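Material – GST-tagged AP2 beta2-adaptin appendage (R879A) on 4 µm glutathione beads · Probe or stimulus – fluorescein-tagged arrestin peptide at 50 nM final · Timing – 12 min plus 1 h, RT · Detection – bead flow cytometry, FITC channel · Read-out basis – inhibition as reduced fluorescein signal on beads, percent · Medium – PBS plus Tween 20 (0.05%) and BSA (0.1%)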
MITF act – MITF TRPM1 promoter activation in melanoma cells; SK-MEL-5 TRPM1-promoter luciferase, 24 h; % of positive control, neutral wells = 0; actives 0.75% (n = 300,000); activation, % at 12.5 µM;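 active means mean activation of at least 80% with every replicate also reaching 80%; inconclusive means mean reaches 80% but some replicate falls short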;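 further: 0% = neutral control wells and 100% = parthenolide positive control wells; values of inactives mirror those of a sister screen read the other way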
dFosB activator – activators of mouse delta FosB homodimer; P13346; purified delta FosB, TAMRA-CDK5 oligo fluorescence polarization; percent of positive-control signal above neutral wells; activation, % at 25 µM; actives 0.99% (n = 340,000);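 active means mean activation above about 17%, with every replicate also reaching it, limit read from the data, passing the limit was not always enough; inconclusive means only one of the two conditions met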;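 further: fluorescence polarization rise as delta FosB binds a TAMRA Cdk5 AP-1 oligo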
SUMO Mot1 rescue – blocks SUMOylation pathway, rescuing yeast Mot1-301 growth. S. cerevisiae Mot1-301 growth rescue, ATP luminescence, 38.5C; percent above DMSO median, 100 means doubled. actives 1% (n = 320,000). AID 2716. growth rescue, % at 18.8 µM;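 active means every valid replicate shows activation above 250% relative to neutral control wells; inactive means the rest, any valid replicate at or below 250%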;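 further: OY570 slx delta 5 strain wells were the positive control but not used for scaling; some compounds called inactive have numbers as strong as hits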
CDK5 inh – CDK5/p35 (human) kinase inhibition. Q00535+Q15078. Recombinant CDK5/p35, ADP-Glo luminescence, 60 min. inhibition, % at 10 µM. actives 0.01% (n = 330,000). AID 488839;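 active means highest replicate inhibition of at least 50% and at least 75% of replicates reaching 50%; inconclusive means only one of the two criteria met; inactive means both criteria failed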;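 further: plate controls were DMSO neutral control for no effect and GW8510 at 10 µM for full effect; many of its hits are not listed in these tables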
SR-BI uptake up – activators of SR-BI mediated HDL lipid uptake. activation, % at 12.5 µM. CHO ldlA[mSR-BI] cells, DiI-HDL uptake fluorescence, 3 h; 100 = double the neutral-control signal. actives 0.096% (n = 320,000);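 active means mean replicate activation of at least 60% and every replicate at or above 60%; inconclusive means mean or all-replicate condition met, but not both; inactive means mean below 60% and not all replicates reaching 60%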;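 further: 0% = median plate neutral-control signal and 100% = twice that signal; values of inactives mirror those of a sister screen read the other way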
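Material: SR-BI-overexpressing, LDLR-lacking CHO cells; schedule: compound exposure 3 h, 37 °C; reagent: DiI-labelled HDL at 10 µg/mL final; technique: bottom-read fluorescence, 550/595 nm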
Starred values were filed as active, the others as inactive; ? = inconclusive; nt = not tested or not shown.

SMILES | NSD2 inh | DSG3 Ab inh | PKA-R1A act | SR-BI HDL uptake | PKA-R2B act | Arrestin-AP2 inh | MITF act | dFosB activator | SUMO Mot1 rescue | CDK5 inh | SR-BI uptake up
CC1Oc2ccccc2N(Cc2ccccc2Cl)C1=O (centres undefined) | -1.3 | nt | -4.9 | 32.4 | -2.3 | 17.6 | -2.3 | -6.7 | -2.3 | 0.3 | -32.4
CC1CC(C)CN(C(=O)Cn2c(=O)n(CCCCC(=O)NCc3ccco3)c(=O)c3ccccc32)C1 (centres undefined) | 6.0 | nt | -7.2 | 11.5 | -3.2 | -5.6 | 11.3 | -7.2 | 20.5 | -0.6 | -11.5
COc1cc(CN(C)CC2CCCN(CCc3ccccc3F)C2)cc(Cl)c1OC (centres undefined) | 9.3 | 98.2 | -2.3 | 11.9 | -6.6 | 20.7 | 7.4 | -1.4 | 24.1 | -0.1 | -11.9
CCOc1ccc(-c2nnn(CC(=O)NCc3ccc(F)cc3)n2)cc1OCC | -1.8 | 105.6 | 0.0 | 12.0 | -4.6 | 8.1 | -11.3 | 41.2* | -21.0 | 1.5 | -12.0
COc1ccc(C(CNC(=O)c2ccc(C)c(S(=O)(=O)N3CCOCC3)c2)N2CCCC2)cc1 (centres undefined) | 0.4 | 148.7 | 2.0 | -15.0 | -3.5 | 1.7 | 35.2 | -7.4 | nt | 0.4 | 15.0
CCN1CCN(c2ccc(S(=O)(=O)N3CCCCC3)cc2NC(=O)/C=C/c2ccc(OC(F)F)cc2)CC1 | -5.4 | 102.0 | -10.5 | -21.1 | -3.1 | -3.8 | 20.0 | -23.0 | nt | 8.5 | 21.1
COCCNC(=O)COC(=O)/C=C/c1c(C)nn(Cc2ccc(Cl)cc2Cl)c1Cl | 3.3 | 106.0 | 0.7 | 53.2 | 1.9 | -5.8 | -9.1 | -8.6 | 330.2 | 0.9 | -53.2
CC1CC(C)(C)NC(=S)N1CCCC(=O)NCc1ccccc1 (centres undefined) | 0.5 | 103.7 | 2.2 | -1.2 | 0.6 | -16.9 | 0.9 | -2.5 | 137.6 | -0.8 | 1.2
O=S(=O)(NC1c2cccc3cccc(c23)C1N1CCNCC1)c1ccc(Cl)cc1 (centres undefined) | 9.3 | 96.6 | -7.0 | -8.9 | -1.8 | -2.4 | -19.3 | 5.7 | -7.3 | -2.0 | 8.9
COC(=O)C(NC(=O)C(NC(=O)C1CCC(C)CC1)C(C)C)C(C)C (centres undefined) | -0.2 | 88.6 | -1.5 | 3.2 | -6.7 | -15.4 | 8.1 | -2.2 | -41.0 | -0.7 | -3.2
Cc1cc(Cn2nc(-c3ccccc3)cc2C(=O)NCc2cccs2)on1 | nt | 99.0 | -4.3 | 8.1 | -0.9 | 8.2 | 13.7 | -0.4 | -2.0 | 2.1 | -8.1
O=C(Nc1ccccc1)c1nc[nH]c1C(=O)N1CCN(c2ccccc2)CC1 | nt | 106.2 | 3.0 | -1.8 | -8.7 | 5.2 | 8.3 | 0.8 | -1.0 | 1.2 | 1.8
Nc1nc(SCc2ccccc2Cl)[nH]c(=O)c1-c1ccccc1 | -3.1 | 100.3 | -4.8 | -33.7 | -8.2 | 20.5 | 6.2 | -3.8 | -3.4 | -0.1 | 33.7
COc1ccc(CNC(=O)OCc2nccnc2C(=O)Nc2ccc(Br)cn2)cc1 | 0.2 | 100.0 | -6.0 | 15.2 | 5.4 | 1.6 | 24.9 | 12.4 | -1.3 | 0.6 | -15.2
NC(=S)Nc1ccc(Cl)c(Cl)c1 | -1.8 | nt | 9.3 | 15.7 | 2.0 | 1.9 | nt | 2.5 | 16.2 | 0.6 | -15.7
CN(C)S(=O)(=O)c1ccc(NC(=O)C2COc3ccccc3O2)cc1 (centres undefined) | nt | 108.3 | -5.7 | -1.5 | -4.8 | 18.1 | 18.6 | -1.3 | -8.0 | 0.3 | 1.5
CCn1c(CNC(=O)c2ccccc2)nc2ccccc21 | 0.4 | 104.2 | -2.3 | -30.1 | -3.9 | -11.9 | 13.3 | -1.5 | 10.7 | 1.7 | 30.1
c1ccc2c(COn3nnc4ccccc43)cccc2c1 | -4.0 | 102.3 | -4.8 | 0.0 | -0.4 | -6.0 | 64.3 | -16.4 | -2.6 | -3.9 | 0.0
N#C/C(=C\c1ccccc1)C(=O)N1CCN(c2ccccc2F)CC1 | -6.8 | 101.0 | -6.0 | 1.3 | -6.1 | -4.8 | -0.7 | -7.7 | -6.2 | 0.8 | -1.3
CCOc1cccc(NC(=O)CSc2nncn2N)c1 | -0.6 | 91.1 | 2.5 | -12.5 | 1.9 | 3.0 | -0.3 | -1.8 | -10.5 | -1.6 | 12.5
CN(C)/C=C(/C(=O)c1ccc(Cl)cc1)S(C)(=O)=O | -0.8 | 98.3 | 1.1 | -9.8 | -8.8 | 10.2 | 12.3 | -2.4 | 0.7 | 1.1 | 9.8
CC(NC(=O)COc1ccccc1F)C1CC2CCC1C2 (centres undefined) | -3.3 | 87.7 | -3.5 | -11.5 | -9.7 | 25.5 | -1.9 | -5.5 | 3.6 | -0.9 | 11.5
NCCS | nt | 93.1 | -11.1 | -21.5 | 6.5 | 19.5 | 11.8 | -2.0 | -5.7 | 0.9 | 21.5
CC(C)(C)C(=O)/C=c1\[nH]c(=O)/c(=C\c2ccccc2F)s1 | -1.2 | 97.5 | 7.8 | -2.6 | -5.3 | -22.5 | 10.1 | 3.7 | 191.7 | -0.7 | 2.6
COc1cc(NC(=O)C23CC4CC(C2)CC(n2cnc([N+](=O)[O-])n2)(C4)C3)cc(OC)c1 | 10.3 | 115.1 | -8.8 | -20.1 | -7.7 | -2.5 | -6.6 | -3.0 | -11.6 | 0.1 | 20.1
Cc1ccc(Cn2cc(/C=N/Nc3ccc([N+](=O)[O-])cn3)c3ccccc32)cc1 | -5.7 | 108.3 | 2.9 | 68.8 | 5.6 | -2.7 | 14.2 | -0.8 | 25.4 | 0.3 | -68.8
Cc1ccc(S(=O)(=O)N2CCOCC2)cc1NC(=O)CSc1ccccn1 | 52.5* | 110.1 | -4.7 | nt | -5.1 | -1.2 | -10.6 | -13.7 | 99.0 | 2.2 | nt
O=C(CCS(=O)(=O)c1ccc(Br)cc1)Nc1ccccc1Cl | -1.7 | 104.7 | -13.0 | -14.1 | 4.0 | 8.5 | -2.1 | 4.0 | 66.9 | 0.8 | 14.1
O=C(NCCCc1ccccn1)C1CCC(=O)N(Cc2cccc(F)c2)C1 (centres undefined) | -2.1 | 95.3 | -0.6 | -23.3 | 7.8 | 1.1 | -2.9 | -1.7 | -2.3 | -1.2 | 23.3
COc1ccc(C(=O)Nc2cc(S(=O)(=O)N3CCCC3)ccc2Cl)cc1 | -0.9 | 94.1 | 4.7 | 22.4 | -4.9 | -4.2 | 5.8 | -7.3 | -5.4 | 1.0 | -22.4

Compounds listed so far containing an aryl thioether with sulfur outside any ring, in the order listed:
SMILES | NSD2 inh | DSG3 Ab inh | PKA-R1A act | SR-BI HDL uptake | PKA-R2B act | Arrestin-AP2 inh | MITF act | dFosB activator | SUMO Mot1 rescue | CDK5 inh | SR-BI uptake up
Nc1nc(SCc2ccccc2Cl)[nH]c(=O)c1-c1ccccc1 | -3.1 | 100.3 | -4.8 | -33.7 | -8.2 | 20.5 | 6.2 | -3.8 | -3.4 | -0.1 | 33.7
CCOc1cccc(NC(=O)CSc2nncn2N)c1 | -0.6 | 91.1 | 2.5 | -12.5 | 1.9 | 3.0 | -0.3 | -1.8 | -10.5 | -1.6 | 12.5
Cc1ccc(S(=O)(=O)N2CCOCC2)cc1NC(=O)CSc1ccccn1 | 52.5* | 110.1 | -4.7 | nt | -5.1 | -1.2 | -10.6 | -13.7 | 99.0 | 2.2 | nt

The list continues:
SMILES | NSD2 inh | DSG3 Ab inh | PKA-R1A act | SR-BI HDL uptake | PKA-R2B act | Arrestin-AP2 inh | MITF act | dFosB activator | SUMO Mot1 rescue | CDK5 inh | SR-BI uptake up
CC(=O)Nc1nc2ccc(C(=O)NCCOC(=O)C3CCCCC3)cc2s1 | -0.6 | 99.7 | -6.9 | 0.0 | -12.3 | 0.5 | 11.1 | -25.2 | -11.0 | 3.7 | 0.0
O=C(NC1CCCCC1)c1ccc(CS(=O)Cc2ccc(Cl)cc2)o1 (centres undefined) | nt | 105.2 | -7.0 | 9.8 | -0.8 | 0.8 | 1.3 | -2.6 | 18.7 | 0.8 | -9.8
Nc1nc(SCC(=O)NN(c2ccccc2)c2ccccc2)n[nH]1 | 2.7 | 88.1 | -7.1 | -14.3 | -6.9 | 4.4 | -13.7 | 1.7 | -13.2 | -6.0 | 14.3
CC(C)CC(C(=O)NC1CCCCC1)N(Cc1cccs1)C(=O)c1snc(C(N)=O)c1N (centres undefined) | -4.2 | 110.2 | -15.7 | -10.9 | 1.1 | 20.4 | -4.0 | -10.0 | -0.9 | -1.5 | 10.9
COc1ccc(C)cc1NC(=O)CSc1nnc(-c2ccc(Br)cc2)o1 | -4.3 | 99.6 | -2.9 | -8.4 | -4.5 | -6.1 | 35.2 | -4.9 | 12.8 | 1.0 | 8.4
O=C(CSc1ccc(-c2ccccc2)nn1)NC1CCCC1 | -3.9 | 101.7 | -14.7 | 0.8 | 0.6 | 48.0 | 0.7 | -3.5 | -6.7 | 0.8 | -0.8
CS(=O)(=O)N(CC(O)Cn1c2ccccc2c2ccccc21)c1cccc2ccccc12 (centres undefined) | -2.8 | 103.2 | -13.2 | -3.6 | -8.8 | -0.4 | -11.1 | -2.3 | 4.6 | -1.2 | 3.6
Cc1cccc(OCC(=O)NCc2n[nH]c(=O)c3ccccc23)c1 | 0.0 | 100.6 | -3.5 | ? | -14.0 | -11.2 | 0.4 | -0.6 | -13.2 | 0.4 | -70.8
C=CCn1c(SCC(=O)c2[nH]c(C)c(C(C)=O)c2C)nnc1-c1ccncc1 | 5.7 | 106.4 | 6.5 | 50.7 | 0.6 | 0.7 | -1.4 | -10.5 | 8.6 | -0.5 | -50.7
Cc1cccn2c(CNCCc3ccccn3)c(C(=O)N3CCOCC3)nc12 | 15.7 | 107.5 | -5.3 | -5.6 | 0.8 | -8.6 | 5.7 | -4.8 | 14.3 | 1.3 | 5.6
